RGS4 act – RGS4 potentiators or activators, primary screen, cell-based, HEK293 M3R inducible RGS4, calcium flux; carbachol calcium flux Fluo4; active compounds read low; B-score at 10 µM; 310,000 tested, 0.92% active;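 active = B-score of the integrated calcium signal more than 4 SD below the library mean, with starting fluorescence not abnormally high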;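 note: negative B-score means reduced calcium response which marks RGS4 activation or potentiation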
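Assay system: Inducible-RGS4 HEK293 cells carrying M3 receptor | Schedule: Compound preincubation 20 min at room temperature before agonist | Signal: Kinetic calcium fluorescence imaging with Fluo4-AM dye, 2 µM | Read-out basis: B score from integrated fluorescence ratio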
KCNK3 block – human KCNK3 channel inhibitors, primary screen, CHO cells, FluxOR thallium flux, B-score; 340,000 tested, 0.84% active; B-score at 10 µM; Potassium channel subfamily K member 3 (Homo sapiens), O14649; FluxOR fluorescence; active compounds read low;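 active = B-score under library mean minus 4 SD, starting fluorescence ratio at most library mean plus 5 SD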;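 note: more negative B-score means stronger inhibition of thallium flux through KCNK3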
hERG rescue – hERG rescue from dofetilide block, primary screen, cell-based, CHO-hERG, FluxOR thallium flux, dofetilide IC70. Voltage-gated inwardly rectifying potassium channel KCNH2 (Homo sapiens), Q12809. dofetilide IC70 present. activation (rescue from dofetilide block), less the hit threshold, % at 10 µM. 310,000 tested, 0.51% active. AID 1511, 2009;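 active = activation above the mean of controls blocked by dofetilide plus 5 SD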;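 note: thallium influx through hERG after potassium depolarization seen as dye fluorescence rise; in these data hits start at about 4.7%; inactives centre near -7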
HDAC3 inh – HDAC3 deacetylase inhibitors, primary screen, biochemical, fluorescence, cell-free homogeneous; recombinant HDAC3, fluorogenic peptide/trypsin coupled; 320,000 tested, 0.15% active; AID 2718, 2010; inhibition, % at 8.3 µM; Histone deacetylase 3 (Homo sapiens), O15379; in the data active = inhibition above about 26%, passing the limit was not always enough
KCNK9 block – KCNK9 potassium channel inhibitors, primary screen, HEK293 cells, thallium flux | Potassium channel subfamily K member 9 (Homo sapiens), Q9NPC2 | FluxOR thallium flux fluorescence; active compounds read low | B-score at 10 µM | 310,000 tested, 1.2% active | AID 488922, 2010;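 active = ratio B-score over 3 SD below the library mean, with starting fluorescence within 5 SD of its mean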;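 note: negative B-score means less thallium flux so channel inhibition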
Target sequence (Q9NPC2 whole entry, looked up): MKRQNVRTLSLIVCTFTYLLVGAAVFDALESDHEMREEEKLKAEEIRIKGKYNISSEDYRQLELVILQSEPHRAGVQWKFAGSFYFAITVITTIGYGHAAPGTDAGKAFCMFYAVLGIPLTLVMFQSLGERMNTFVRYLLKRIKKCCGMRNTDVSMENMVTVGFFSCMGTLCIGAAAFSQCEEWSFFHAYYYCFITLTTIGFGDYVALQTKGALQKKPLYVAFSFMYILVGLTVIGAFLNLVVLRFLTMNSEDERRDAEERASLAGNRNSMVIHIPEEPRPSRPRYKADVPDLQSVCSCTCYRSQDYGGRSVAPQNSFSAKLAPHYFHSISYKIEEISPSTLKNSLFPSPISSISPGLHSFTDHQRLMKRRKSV
GSK3A inh – blockers of GSK3A enzyme activity – biochemical, luminescence, cell-free homogeneous, HTS, primary screen; Glycogen synthase kinase-3 alpha (Homo sapiens), P49840; GSK-3 alpha kinase, ADP-Glo luminescence, 60 min; inhibition, % at 10 µM; 320,000 tested, 0.1% active;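 in the data active = inhibition above about 50%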;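 note: GST-tagged GSK-3 alpha with peptide substrate and 25 µM ATP; 0% = DMSO neutral wells and 100% = GW8510 positive control wells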
PolyA inh – polyadenylation inhibitors in yeast reporter cells, primary screen, luminescence, S. cerevisiae. S. cerevisiae SKY197-pL101 polyadenylation reporter, beta-gal luminescence; efflux-impaired pdr1/pdr3 knockout yeast; score 100 = 6 SD above DMSO. calls only at 12 µM. 300,000 tested, 0.02% active;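 active = lowest replicate activity score at least 50, where 100 means six control SD above control mean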;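 note: yeast exposed to compound for 9 h at 30 °C; higher score means more reporter readthrough which indicates perturbed polyadenylation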
KCNQ1 inh – inhibitors of human KCNQ1 channel, primary screen, cell-based, thallium flux, high-throughput. Potassium voltage-gated channel subfamily KQT member 1 (Homo sapiens), P51787. CHO-K1 KCNQ1, FluxOR thallium flux fluorescence; active compounds read high. B-score at 10 µM. 310,000 tested, 1.3% active. AID 2642, 2010;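 active = compounds whose thallium flux B-score, printed positive for inhibition, exceeds three library SD while starting fluorescence stays within three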;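 note: channel opened by potassium depolarization with thallium stimulus after 20 min compound exposure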
Target sequence (P51787 whole entry, looked up): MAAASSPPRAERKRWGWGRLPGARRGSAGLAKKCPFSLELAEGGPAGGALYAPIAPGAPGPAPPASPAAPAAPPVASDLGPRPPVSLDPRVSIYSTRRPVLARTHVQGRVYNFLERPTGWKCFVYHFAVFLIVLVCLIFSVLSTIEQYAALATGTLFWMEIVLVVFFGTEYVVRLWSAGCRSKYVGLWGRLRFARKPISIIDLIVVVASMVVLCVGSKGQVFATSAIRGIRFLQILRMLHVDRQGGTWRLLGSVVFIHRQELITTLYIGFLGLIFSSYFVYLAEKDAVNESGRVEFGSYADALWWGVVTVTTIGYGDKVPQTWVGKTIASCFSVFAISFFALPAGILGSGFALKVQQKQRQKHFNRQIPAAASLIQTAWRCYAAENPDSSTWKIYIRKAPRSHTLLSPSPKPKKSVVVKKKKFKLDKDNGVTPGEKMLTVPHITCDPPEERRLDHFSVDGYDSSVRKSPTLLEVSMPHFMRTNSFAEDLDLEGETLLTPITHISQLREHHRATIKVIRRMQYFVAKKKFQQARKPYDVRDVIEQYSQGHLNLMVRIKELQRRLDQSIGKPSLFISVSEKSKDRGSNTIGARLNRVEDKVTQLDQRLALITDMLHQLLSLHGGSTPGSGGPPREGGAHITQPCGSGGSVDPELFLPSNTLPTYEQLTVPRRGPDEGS
DYRK1A inh – rat Dyrk1A kinase inhibitors, primary screen, biochemical, single point, plate reader | Dual specificity tyrosine-phosphorylation-regulated kinase 1A (Rattus norvegicus), Q63470 | ADP-Glo luminescence, NFATc1 peptide | inhibition, % at 12.5 µM | 310,000 tested, 0.43% active | AID 504441, 2011; in the data active = inhibition above about 50%;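 note: plate controls were vehicle with enzyme for no effect and no enzyme for full effect; many of its hits are not listed in these tables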
KCNQ1 pot – potentiators or activators of KCNQ1 channel, primary screen, cell-based, thallium flux, high-throughput; 310,000 tested, 0.35% active; B-score at 10 µM; CHO-K1 KCNQ1, thallium flux FluxOR fluorescence; active compounds read high;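 active = fluorescence ratio B-score, a plate-corrected score, at least three library SD, with initial intensity B-score within 5 SD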
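Assay system: CHO-K1 cells stably expressing KCNQ1; Medium: assay buffer with matched DMSO; Also added: K+/Tl+ depolarizing stimulus; Dosing: single dose; Timing: dye 90 min, compound 20 min, room temperature; Measured by: kinetic FluxOR thallium fluorescence, 10-s 1-Hz baseline, 110-s post-stimulus read; Read-out: peak-minus-minimum fluorescence over initial fluorescence, negative-control normalized, B-scored.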
GSK3B inh – human GSK3beta kinase inhibitors, primary screen, biochemical, cell-free homogeneous, HTS | 300,000 tested, 0.038% active | activity score (negative = inhibition), % at 10 µM | Glycogen synthase kinase-3 beta (Homo sapiens), P49841 | GST-GSK3beta kinase, ADP-Glo luminescence, 60 min; active compounds read low;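 active = more than half of replicate wells score below -50%, meaning over 50% inhibition versus plate controls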;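 note: 0% = median DMSO wells and -100% = median GW8510 positive control wells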
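Assay system: GST-tagged human GSK3beta kinase, cell-free; Input: 1.6 ng GSK3beta; Medium: Tris/MgCl2 kinase buffer; Timing: 60 min enzyme reaction, room temperature; Signal: ADP-Glo luminescence quantifying ADP generated by kinase; Evaluation: score relative to plate controls; Benchmarks: DMSO neutral wells and GW8510 at 20 µM as positive.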
Starred values were filed as active, the others as inactive; i = inactive; / = not tested or not shown. This is a subset; the hit share may differ from the screen's.

SMILES	RGS4 act	KCNK3 block	hERG rescue	HDAC3 inh	KCNK9 block	GSK3A inh	PolyA inh	KCNQ1 inh	DYRK1A inh	KCNQ1 pot	GSK3B inh
Cc1ccc(S(=O)(=O)N2CCCN(C)CC2)cc1	i	i	-7	-2	i	1	i	i	-7	i	-1
COc1ccc(/C=C(\NC(=O)c2ccccc2)C(=O)NCc2ccco2)cc1OC	i	i	-7	2	i	-3	i	i	-10	i	0
Cc1csc(NC(=O)CCC(=O)N(CC(=O)NC2CCCC2)c2ccccc2)n1	i	i	-10	-1	i	-2	i	i	1	i	3
CCOC(=O)CSc1n[nH]c(NC(=O)c2ccc(F)cc2)n1	i	i	-7	50*	i	-2	i	i	5	i	/
COc1ccc(S(=O)(=O)N2CCOCC2)cc1NC(=O)CN1CCC(Cc2ccccc2)CC1	i	i	-7	4	i	-1	i	i	-4	i	-1
O=S(=O)(Nc1ccc2c(c1)OCCO2)c1cccc(F)c1	i	i	-2	2	i	-2	i	i	0	i	-24
O=C(CNC(=O)c1ccncc1)N/N=C/c1ccccc1[N+](=O)[O-]	i	i	-14	3	i	/	i	i	0	i	0
COC(=O)c1ccc(C(=O)OC)c(NC(=O)CSc2ccccn2)c1	i	i	-3	-1	i	-2	i	i	-6	i	2
O=C(Nc1ccc(Br)cc1)c1ccc(-n2cnnn2)cc1	i	i	-7	-3	i	0	i	i	8	i	6
O=C(Nc1ccc2c(c1)CCCN2C(=O)c1ccccc1)c1ccccc1	-9*	i	-14	1	i	-2	i	i	1	i	-2
Cc1ccccc1CCN(C(=O)Cn1nnc2ccccc21)C(C(=O)NC(C)(C)C)c1ccsc1 (stereo unspecified)	i	i	0	12	i	-2	i	i	/	i	-1
CN(CCc1ccccc1)c1ccc([N+](=O)[O-])cn1	i	i	-6	-4	i	-1	i	i	0	i	1
COc1ccc(-n2c(=S)[nH]c3cc(C(=O)NCc4ccc(F)cc4)ccc3c2=O)c(OC)c1	i	i	-8	0	i	-2	i	i	-7	i	0
CC(C)(C)c1cc(NC(=O)Nc2ccc(Cl)cc2Cl)no1	i	i	-3	6	i	0	i	i	7	i	-3
O=C(N/N=C/c1ccc(-c2ccc([N+](=O)[O-])cc2)o1)[C@H]1C[C@@H]1c1ccccc1	i	i	-14	3	i	-1	i	i	-1	i	-5

(further entries)
SMILES	RGS4 act	KCNK3 block	hERG rescue	HDAC3 inh	KCNK9 block	GSK3A inh	PolyA inh	KCNQ1 inh	DYRK1A inh	KCNQ1 pot	GSK3B inh
CCN(C(=O)COC(=O)c1ccc(S(=O)(=O)N2CCCc3ccccc32)cc1)C1CCS(=O)(=O)C1 (stereo unspecified)	i	i	-4	12	i	-3	i	i	-5	i	1
O=C(CSc1nnc2c(Cl)cc(Cl)cn12)N1CCN(S(=O)(=O)c2ccccc2)CC1	i	i	-20	7	i	-2	i	i	1	i	0
COc1ccc(-n2c(SCC(=O)Nc3ccccc3OC)nc(O)cc2=O)cc1	i	i	-11	1	i	-1	i	i	/	i	6
CC(=O)[C@@H]1[C@@H](C)N(Cc2ccccc2)C(=O)N[C@H]1c1ccccc1	i	i	0	0	i	2	i	i	4	i	-1
Cn1c(-c2ccc(Cl)cc2)cnc1N	i	i	-12	4	i	5	/	i	4	i	-5
COc1ccc(CCN2CC(C(=O)Nc3ccccc3F)CC2=O)cc1OC (stereo unspecified)	i	i	-8	1	i	-1	i	i	-5	i	-4
COc1ccc(-n2c(-c3ccccc3)nnc2-c2ccc(Cl)cc2)cc1	i	i	-2	-5	i	-1	i	i	8	i	1
Cn1c2c(c(=O)n(C)c1=O)C1c3cc(Cl)ccc3OCC1CO2 (stereo unspecified)	i	i	-4	-9	i	-4	i	i	0	i	0
CCCCc1cc(=O)oc2c3c(cc(OCC(=O)NCCCO)c12)OC(C)(C)CC3	i	i	-1	-78	i	0	i	i	-1	i	0
Cc1ccc(S(=O)(=O)N2CCC(C(=O)OC(C)C(=O)NCc3ccc4c(c3)OCO4)CC2)cc1 (stereo unspecified)	i	i	1	-9	i	-2	i	i	2	i	-3
COc1ccc2ccccc2c1CN1CCN(C)CC1	i	i	-12	2	i	1	i	i	4	i	-1
C=CCN(C(=O)CNC(=O)c1cccs1)C(C(=O)NC1CCCCC1)c1cccnc1 (stereo unspecified)	i	i	-6	-3	i	-1	i	i	-1	i	0
CCSc1nnc(NC(=O)COc2ccc3ccccc3c2)s1	i	i	-5	7	i	0	i	i	/	i	-5
CSCCC(NS(=O)(=O)c1ccc2ccccc2c1)C(=O)OCC(=O)c1ccc(C(C)C)cc1 (stereo unspecified)	i	i	-17	15	i	0	i	i	-4	i	2
CN(C)S(=O)(=O)c1cccc(NC(=O)c2ccncc2)c1	i	i	-2	-1	i	-8	i	i	-5	i	-3

The listing continues:
SMILES	RGS4 act	KCNK3 block	hERG rescue	HDAC3 inh	KCNK9 block	GSK3A inh	PolyA inh	KCNQ1 inh	DYRK1A inh	KCNQ1 pot	GSK3B inh
C[C@]12CC[C@@H]3c4cc(O)c(O)cc4CC[C@H]3[C@@H]1CC[C@@H]2O	i	i	-23	-3	i	3	i	i	12	i	-2
COc1ccc(C2(CNC(=O)c3ccccc3)CCCC2)cc1OC	i	i	0	-4	i	-3	i	i	9	i	0
CC1CN(C2CCN(S(=O)(=O)c3ccc4ccccc4c3)CC2)CC(C)O1 (stereo unspecified)	i	i	-11	-10	i	0	i	i	-1	i	1
Cc1onc(-c2c(F)cccc2Cl)c1C(=O)N1C=CC(C(F)(F)Cl)=NCC1	i	i	-3	4	i	-1	i	i	7	i	-6
CCCn1c(N)c(Br)c(=O)[nH]c1=O	i	i	-9	-5	i	8	i	i	11	i	-2
Cc1ccc(-n2[nH]c(C)c(/C=N/n3c(C)nc4ccccc4c3=O)c2=O)cc1	i	i	-5	2	i	-1	i	i	-3	i	-1
CCn1c(SCC(=O)N/N=C/c2ccccc2OCC(=O)O)nnc1-c1ccc(C(C)(C)C)cc1	i	i	-11	/	i	-3	i	i	-6	i	2
CN(C)CCCNC(=O)C1CCNCC1	i	i	-11	-8	i	1	i	i	2	i	2
CC(C)CNC(=O)C1C2C=CC(C2)C1C(=O)O (stereo unspecified)	i	i	-12	-5	i	5	i	i	-17	i	-1
Cc1ccc(S(=O)(=O)N(C)c2ccc(OCC(=O)Nc3nc4c(ccc5ccccc54)s3)cc2)cc1	i	i	-1	-7	i	-3	i	i	-2	i	-1
CCNC(=O)C1CCCN1S(=O)(=O)c1ccc2ccccc2c1 (stereo unspecified)	i	i	-5	-3	i	-1	i	i	-2	i	-2
COc1cccc(NC(=O)C(NCCc2ccc(S(N)(=O)=O)cc2)c2ccccc2)c1 (stereo unspecified)	i	-8.7*	-12	0	-9*	0	i	i	1	i	/
CCNC(=O)CC1C(=O)N(c2ccc(F)cc2)C(=O)N1CCC(C)C (stereo unspecified)	i	i	-11	-1	i	-3	i	i	0	i	2
Cc1cc(NCCCn2ccnc2)n2c(nc3ccccc32)c1C#N	i	i	-8	-50	i	12	i	i	1	i	-7
O=[N+]([O-])c1ccc(N=Nc2ncc[nH]2)cc1	i	i	-10	9	i	-3	i	i	7	i	-4

Entries from the list above with a COOH group:
SMILES	RGS4 act	KCNK3 block	hERG rescue	HDAC3 inh	KCNK9 block	GSK3A inh	PolyA inh	KCNQ1 inh	DYRK1A inh	KCNQ1 pot	GSK3B inh
CCn1c(SCC(=O)N/N=C/c2ccccc2OCC(=O)O)nnc1-c1ccc(C(C)(C)C)cc1	i	i	-11	/	i	-3	i	i	-6	i	2
CC(C)CNC(=O)C1C2C=CC(C2)C1C(=O)O (stereo unspecified)	i	i	-12	-5	i	5	i	i	-17	i	-1

Going on with the list:
SMILES	RGS4 act	KCNK3 block	hERG rescue	HDAC3 inh	KCNK9 block	GSK3A inh	PolyA inh	KCNQ1 inh	DYRK1A inh	KCNQ1 pot	GSK3B inh
COc1ccc(OC)c(NC(=O)CC2SC(=NCc3ccccc3)NC2=O)c1 (stereo unspecified)	i	i	2	-1	i	3	i	i	/	i	2
CCC(=O)N1N=C(c2ccc(C)cc2)CC1c1ccco1 (stereo unspecified)	i	i	-3	7	i	0	i	i	3	i	4
CC(=O)Nc1ccccc1C(=O)C(=O)Nc1ccc(C)c(C)c1	i	i	-8	5	i	1	i	i	4	i	1
COc1ccc(N2C(=O)C3CCCN3C2c2ccccc2OC)cc1 (stereo unspecified)	i	i	-8	7	i	-3	i	i	2	i	-1
CC(=O)NC1(c2nnnn2CCOC(=O)Nc2ccc(Cl)cc2)CCCCC1	i	i	-7	2	i	1	/	i	4	i	0
COc1cccc(C2C3=C(N=C4SCC(=O)N42)c2ccccc2CC3)c1OC (stereo unspecified)	i	i	-9	5	i	1	i	i	-1	i	-3
CN(C)S(=O)(=O)c1cccc(C(=O)NC2CCCc3ccccc32)c1 (stereo unspecified)	i	i	-6	-4	i	1	i	i	-5	i	-2
COc1ccc(Cl)cc1NC(=O)CCN1C(=O)C2C3C=CC(C4CC34)C2C1=O (stereo unspecified)	i	i	-7	9	i	1	i	i	-1	i	-3
CCOC(=O)CC(=O)Nc1ccc(Br)cc1C(=O)O	i	i	0	-2	i	-6	i	i	4	i	0
Cc1ccc(NC(=O)NNC(=O)c2cc3ccccc3cc2O)c(C)c1	i	i	0	4	i	1	i	i	3	i	-1
COCCN(C(=O)CSc1nnc(-c2ccc(C)cc2)n1N)c1c(N)n(Cc2ccccc2)c(=O)[nH]c1=O	i	i	-7	4	i	-4	/	i	0	i	-6
